PNC assembly inh: High Content Assay for Compounds that inhibit the Assembly of the Perinucleolar Compartment. AID 2417, 2010. 140,000 tested, 3.1% active. activity change (PNC), negative = inhibition, % at 10 µM. PC3M PTB-GFP, PNC prevalence imaging, 16 h; hits give low values;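 active = readout at or below -70, meaning at least 70% loss of cells showing the perinucleolar compartment, a nuclear body marking cancer cells; inconclusive = readout between -30 and a set limit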;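 also: plate controls were DMSO wells for no effect and camptothecin positive control wells for full effect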
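Compounds are pinned in duplicate onto adhered PC3M cells stably expressing GFP-tagged PTB and incubated 16 h at 37 C. Cells are then fixed, nuclei stained with Hoechst, and PNC-positive cells counted.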
IMPase cell inh: qHTS Assay for Identifying the Cell-Membrane Permeable IMPase Inhibitors. CHO-M1 cells, IP1 accumulation, HTRF TR-FRET ratio. inhibition (IP1 accumulation), % at 46.1 µM. 120,000 tested, under 10 active. AID 901, 2007; active = well fitted curve in the direction sought with a large enough effect in the signal ratio, not every such curve was filed as active; inconclusive = small, poorly fitted or top-dose-only effect, or a change in a side signal; inactive = no such curve, though single readings can be large or run the other way; the % refers to the signal ratio;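 also: cells stimulated with carbachol in lithium chloride buffer; plate controls were DMSO basal wells for no effect and reference inhibitor wells for full effect; higher means more IMPase inhibition seen as more IP1 and lower FRET ratio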
Target sequence (P97697 whole entry, looked up): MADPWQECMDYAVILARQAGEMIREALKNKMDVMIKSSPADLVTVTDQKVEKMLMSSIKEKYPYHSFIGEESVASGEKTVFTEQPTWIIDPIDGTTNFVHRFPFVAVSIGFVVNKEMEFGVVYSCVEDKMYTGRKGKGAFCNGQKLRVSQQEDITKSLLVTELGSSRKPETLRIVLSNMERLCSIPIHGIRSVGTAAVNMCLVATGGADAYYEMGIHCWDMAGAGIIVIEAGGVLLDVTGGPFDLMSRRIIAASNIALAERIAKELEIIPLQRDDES
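Seeded CHO-M1 cells were dosed with compound at up to 46 uM, stimulated with carbachol for 30 min, then lysed in IP-One detection reagents. Higher IP1 lowers the TR-FRET signal.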
15-hLO-2 inh: qHTS Assay for Inhibitors of 15-hLO-2 (15-human lipoxygenase 2). Polyunsaturated fatty acid lipoxygenase ALOX15B (Homo sapiens), O15296. purified 15hLO-2, xylenol orange hydroperoxide absorbance. Potency, µM (top dose mostly 57.1 µM), without a hit: top-dose activity change, negative = inhibition, actives largely listed as inhibitors. 110,000 tested, 0.56% active; also: potency is read from the fitted curve at half-maximal effect; nearly all actives have a fitted effect of over 60% in size; many of its hits are not listed in these tables
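Enzyme 50 nM, AA 45 uM, 25 mM Hepes pH 7.5 + 0.01% Triton X-100; cpd preinc 15 min RT, rxn 90 min RT; stop/detect with 200 uM XO + 300 uM Fe(II) in 50 mM H2SO4, 30 min; A573/A405.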
ALOX12 inhib: qHTS Assay for Inhibitors of 12-hLO (12-human lipoxygenase) | Polyunsaturated fatty acid lipoxygenase ALOX12 (Homo sapiens), P18054 | AID 1452, 2008 | purified 12-hLO, xylenol orange hydroperoxide absorbance | Potency, µM (titrated, usually from 57.1 µM), without a hit: at the top dose activity change, negative = inhibition, actives largely listed as inhibitors | 150,000 tested, 0.12% active; also: potency is read from the fitted curve at half-maximal effect; nearly all actives have a fitted effect of over 55% in size; many of its hits are not listed in these tables
Target sequence (P18054 whole entry, looked up): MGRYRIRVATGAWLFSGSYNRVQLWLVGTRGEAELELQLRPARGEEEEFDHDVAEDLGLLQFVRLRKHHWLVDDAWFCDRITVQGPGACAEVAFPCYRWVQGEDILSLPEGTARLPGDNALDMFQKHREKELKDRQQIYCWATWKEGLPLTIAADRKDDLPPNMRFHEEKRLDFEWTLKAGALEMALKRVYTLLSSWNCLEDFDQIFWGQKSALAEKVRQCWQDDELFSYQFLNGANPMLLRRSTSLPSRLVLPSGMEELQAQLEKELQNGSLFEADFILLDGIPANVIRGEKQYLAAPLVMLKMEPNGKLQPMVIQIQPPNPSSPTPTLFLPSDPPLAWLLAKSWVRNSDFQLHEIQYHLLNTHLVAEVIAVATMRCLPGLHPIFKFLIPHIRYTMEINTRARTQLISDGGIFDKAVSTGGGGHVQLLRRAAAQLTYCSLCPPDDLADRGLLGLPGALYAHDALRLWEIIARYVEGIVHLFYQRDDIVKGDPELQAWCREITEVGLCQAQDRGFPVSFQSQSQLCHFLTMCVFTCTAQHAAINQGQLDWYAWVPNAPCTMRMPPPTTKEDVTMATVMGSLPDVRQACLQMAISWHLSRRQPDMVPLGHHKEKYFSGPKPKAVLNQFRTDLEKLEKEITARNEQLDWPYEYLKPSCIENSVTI
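150 nM 12hLO, 25 mM Hepes pH 7.0 + 0.01% Triton X-100; cpd preinc 15 min RT; 40 uM arachidonic acid, 30 min RT; Fe-XO 30 min; A573/A405 ratio as read-out.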
Starred values were filed as active, the others as inactive; ? = inconclusive; / = not tested or not shown; & = joins results of further samples; [ ] = remark or other dose. Unless noted, calls follow the shape of the dose curve; as a rule, active = well fitted curve in the direction sought with a large enough effect; inconclusive = small, poorly fitted or top-dose-only effect, or another doubt; inactive = no such curve, though single readings can be large; an effect the other way counts as inactive or inconclusive. Unless noted, % is scaled to controls: 0 for no effect and ±100 for the full control effect. An excerpt, so the mix of outcomes need not match the whole.

The first 2 records, ahead of the listing:
SMILES	PNC assembly inh	IMPase cell inh	15-hLO-2 inh	ALOX12 inhib
CCOc1ccc(C(=O)NC(=S)Nc2ccc(N3CCC(C)CC3)cc2)cc1[N+](=O)[O-]	-118.9*	4.1	/	-2.7%
CC(C)c1nc2ccc(NC(=O)C34CC5CC(CC(C5)C3)C4)cc2[nH]1	15.0	-5.9	40.5%[activator]	-3.5%

Main list, previewed entries included:
SMILES	PNC assembly inh	IMPase cell inh	15-hLO-2 inh	ALOX12 inhib
CCOc1ccc(C(=O)NC(=S)Nc2ccc(N3CCC(C)CC3)cc2)cc1[N+](=O)[O-]	-118.9*	4.1	/	-2.7%
CC(C)c1nc2ccc(NC(=O)C34CC5CC(CC(C5)C3)C4)cc2[nH]1	15.0	-5.9	40.5%[activator]	-3.5%
CC(=O)Nc1ccc(C(=O)NNC(=O)c2cccs2)cc1	?	0.9	/	0.1%
C(=N\N1CCN(C2c3ccccc3-c3ccccc32)CC1)/c1cccs1	?	4.5	2.3%	-1.0%
O=C(N/N=C/c1cccc([N+](=O)[O-])c1)C1CC(=O)N(c2ccc(Br)cc2)C1 (configuration not stated)	23.4	-8.3	/	-0.1%
COCCOC(=O)C1=C(C)NC(=O)NC1c1c(Cl)nc2c(C)cccn2c1=O (configuration not stated)	103.5	-7.4	/	17.1%
Cc1nn(Cc2ccccc2)c(C)c1N	-90.3*	/	/	4.5%
Cc1ccc(SCC(=O)NC(C)(C)C)cc1	-3.0	-3.8	-7.2%	-7.1%
CC1(C)CC(=O)c2cc3c(N)c(C(=O)NCc4ccccc4)sc3nc2C1	88.1	5.9	-4.6%	4.4%
COc1ccc(NC(=O)CSc2nnc(-c3cccs3)n2-c2ccccc2)cc1	-2.4	-11.5	-15.1%	0.3%
CN(C)/C=C1\N=C(c2cccs2)OC1=O	-18.4	6.4	-7.9%	2.8%
COc1ccc2c(c1)[nH]c1c(=O)n(N)cnc12	-9.1	-0.1	/	2.2%
CN(C)Cc1cc(O)c(O)c(CN(C)C)c1	/	/	21.1%[11.4 µM]	-8.8%[11.4 µM]
N/C(Cc1ccc([N+](=O)[O-])cc1)=N\OC(=O)c1ccccc1Br	-27.9	/	/	0.6%
COc1ccccc1-c1nnc(SCC(=O)NCc2c(C)c(Cl)cc(C(C)C)c2O)o1	1.3	-3.7	10.9%	-18.5%
COc1cc2c(cc1OC)C(C(=O)N1CCN(c3ccccn3)CC1)C(c1cccs1)N(C)C2=O (configuration not stated)	16.1	1.5	-8.6%	0.5%
Cc1[nH]ncc1N=Cc1ccc([N+](=O)[O-])cc1	27.5	/	/	-2.1%
CCOC(=O)c1nn(-c2ccc(Cl)cc2)c2nnc(Cc3ccc(C)cc3)c(=O)n12	-109.0*	/	/	2.0%
CCC(C)NC(=O)Nc1ccc2c(c1)N(C)C(=O)c1ccccc1S2 (configuration not stated)	30.1	3.9	1.3%	0.7%
CNC(=S)N=Nc1c(O)[nH]c2ccccc12	15.5	/	/	-0.9%
CCOC(=O)CCCCC(=O)c1[nH]c(=O)[nH]c1CSc1nc(C)cc(C)n1	?	5.5	3.8%	4.8%
Cc1onc(-c2c(Cl)cccc2Cl)c1C(=O)N[C@H]1C(=O)N2[C@H]1SC(C)(C)[C@H]2C(=O)O	/	-1.0[20.6 µM]	-2.6%[25.6 µM]	-2.6%[25.6 µM]
CN(C)Cc1c(O)ccc2c3c(c(=O)oc12)CCCCC3	16.8	?	2.1%	-3.4%
CC(C)CC(NC(=O)CN)C(=O)NC(Cc1ccccc1)C(=O)O (configuration not stated)	/	/	-5.5%	-6.5%
O=C(Nc1ccccc1Cl)c1ccn[nH]1	3.5	0.5	-9.2%	5.2%
CCCn1c(CN2CCCCC2C)nc2c1c(=O)n(C)c(=O)n2C (configuration not stated)	-95.1*	8.8	-0.8%	0.2%
O=C(c1ccccc1[N+](=O)[O-])N1CCc2ccccc2C1	5.3	/	/	4.4%
Cc1cc(=O)oc(C)c1C(=O)OCC(=O)c1ccc(Cl)cc1	-6.8	0.6	-6.5%	-12.4%
Cc1cc(Br)ccc1NC(=O)CCSc1ccccc1	33.4	8.8	5.7%	-1.3%
Cc1cccc(NC(=O)c2ccc(-n3ccnc3)nc2)c1	-24.6	3.3	6.6%	2.1%
Cc1ccco1	/	/	-5.3%	-2.0%
Cc1cccc(N2CCN(C(=O)CCc3nc4ccccc4[nH]3)CC2C)c1 (configuration not stated)	4.5	4.6	29.2%	2.1%
COc1ccc(N2C(=O)C3CC(C)=C(C)CC3C2=O)c(OC)c1 (configuration not stated)	16.3	5.9	13.9%	2.6%
Cc1ccc2c(c1)nc(NCCO)n2C	-25.0	0.0	1.5%	3.6%
CCn1cnc2c1c(=O)n(CC(=O)Nc1cc(C)on1)c(=O)n2Cc1ccccc1	-20.6	-2.9	1.8%	-8.1%
CN1C(=O)CS(=O)c2ccc(C(=O)NCCC3=CCCCC3)cc21 (configuration not stated)	44.6	5.7	3.1%	-2.1%
O=C1CC(c2ccc(F)cc2)CC(O)=C1C=NCCN1CCN(C(=O)Nc2ccccc2)CC1 (configuration not stated)	-5.1	11.1	3.5%	-6.9%
Cc1nn(Cc2c(Cl)cccc2Cl)c(C)c1C(=O)NCc1ccc(C)n1C	16.4	1.5	-9.4%	-4.2%
COc1cccc(-c2nnc3sc(-c4cccs4)nn23)c1	?	7.2	-6.8%	9.1%
O=C(Nc1sc2c(c1C(=O)O)CCC2)c1ccco1	-24.1	5.1	-6.5%	0.8%
Cc1[nH]c2ccccc2c1CCC(N)=O	20.5	6.5	-3.2%	-6.6%
CC(C)(C)c1ccc(OC(=O)CN2C(=O)C3C4CCC(C4)C3C2=O)cc1 (configuration not stated)	30.5	/	/	-1.1%
CCCCOc1ccc(CSc2nncn2N)cc1	8.7	-5.2	-0.5%	0.1%
CCOc1nnc(C)c2c(C)n(-c3ccc(Cl)cc3)nc12	25.6	-1.1	-10.0%	2.3%
S=c1[nH]nc(-c2ccncc2)n1CC1CCCO1 (configuration not stated)	-18.4	4.1	-8.7%	-11.8%
CCNC(=O)N1CCNC(=O)C1CC(=O)Nc1ccc(C(=O)OCC)cc1 (configuration not stated)	-12.8	-6.0	1.1%	-2.4%
COc1ccccc1N1CCN(Cc2ccco2)CC1	2.5	-1.6	-6.4%	-6.0%
Cc1ccc(N2CC(C(=O)N/N=C/c3sccc3C)CC2=O)cc1 (configuration not stated)	-29.0	/	/	-0.7%
CCOC(=O)/C=C/S(=O)(=O)c1ccc(NC(C)=O)cc1	-1.9	-5.3	-28.8%	-1.5%
CCCCCCNC(=O)n1cc(F)c(=O)[nH]c1=O	/	/	8.0%	-3.5%
Cc1ccc(S(=O)(=O)N2CCN(CC(=O)Nc3ccc([N+](=O)[O-])cc3)CC2)cc1C	-4.0	/	/	-2.0%
Cc1ccc(S(=O)(=O)N(CC(=O)NCCSC2CCCCC2)c2ccccc2F)cc1	?	5.4	-12.4%	3.7%
O=C(Nc1ccccc1-c1ccccc1)c1cccc(C(F)(F)F)c1	-20.1	-0.3	/	-1.6%
COC(=O)c1cc(=O)[nH]c(=O)[nH]1	/	/	-0.5%[11.4 µM]	-0.5%[11.4 µM]
C=C(C)CNC(=S)N/N=C(\C)c1ccc(-n2ccnc2)cc1	37.6	-1.3	-0.2%	-22.1%
CCS(=O)(=O)n1nc(-c2ccccc2)nc1SC	25.0	-6.4	-1.7%	-3.1%
CN(C)/C=N/c1cc(=O)[nH]c(=O)n1CC1CC1	-25.5	/	-1.7%	-1.1%&-0.2%
COc1cc(OC)cc(C(=O)N2CCN(Cc3ccccc3C(F)(F)F)CC2)c1	?	11.7	-2.2%	-20.1%
COc1ccc(CCN(C(=O)c2cccc(F)c2)C2CC(=O)N(c3ccc(OC)cc3)C2=O)cc1 (configuration not stated)	-7.7	10.3	2.4%	-10.0%
Cc1ccc(-n2nnc3c(=O)n(CC(=O)N4CCC(C)CC4)cnc32)cc1	?	4.1	-9.4%	-5.1%

A draw from above in order of number of heavy atoms, rising:
SMILES	PNC assembly inh	IMPase cell inh	15-hLO-2 inh	ALOX12 inhib
COC(=O)c1cc(=O)[nH]c(=O)[nH]1	/	/	-0.5%[11.4 µM]	-0.5%[11.4 µM]
Cc1[nH]c2ccccc2c1CCC(N)=O	20.5	6.5	-3.2%	-6.6%
CCS(=O)(=O)n1nc(-c2ccccc2)nc1SC	25.0	-6.4	-1.7%	-3.1%
CCCCOc1ccc(CSc2nncn2N)cc1	8.7	-5.2	-0.5%	0.1%
CCOc1nnc(C)c2c(C)n(-c3ccc(Cl)cc3)nc12	25.6	-1.1	-10.0%	2.3%
C=C(C)CNC(=S)N/N=C(\C)c1ccc(-n2ccnc2)cc1	37.6	-1.3	-0.2%	-22.1%
CCNC(=O)N1CCNC(=O)C1CC(=O)Nc1ccc(C(=O)OCC)cc1 (configuration not stated)	-12.8	-6.0	1.1%	-2.4%
COc1cc(OC)cc(C(=O)N2CCN(Cc3ccccc3C(F)(F)F)CC2)c1	?	11.7	-2.2%	-20.1%
Cc1ccc(S(=O)(=O)N2CCN(CC(=O)Nc3ccc([N+](=O)[O-])cc3)CC2)cc1C	-4.0	/	/	-2.0%
Cc1ccc(S(=O)(=O)N(CC(=O)NCCSC2CCCCC2)c2ccccc2F)cc1	?	5.4	-12.4%	3.7%
COc1ccc(CCN(C(=O)c2cccc(F)c2)C2CC(=O)N(c3ccc(OC)cc3)C2=O)cc1 (configuration not stated)	-7.7	10.3	2.4%	-10.0%

(cont.)
SMILES	PNC assembly inh	IMPase cell inh	15-hLO-2 inh	ALOX12 inhib
CC(=O)c1cn(CC(=O)Nc2c(C)cccc2C)c2ccccc12	-0.7	2.6	-1.3%	4.8%
CCCCCSc1nc(N2CCOCC2)c2c(c1C#N)CC(C)(C)OC2	11.8	1.5	10.3%	-3.3%
Cn1c(SCc2ccc(C(=O)Nc3nccs3)cc2)nnc1-c1ccccc1	20.1	1.5	6.8%	9.7%
CCN(CC)S(=O)(=O)c1ccc(NCc2ccccc2)nc1	-13.7	-12.1	1.1%	-5.5%
COc1ccc(O)c(/C=N/NC(=O)CSc2nnc(C)n2-c2ccccc2)c1	-21.3	2.9	0.3%	-24.5%
COc1ccc(Br)cc1/C=N/NC(=O)C(c1ccncc1)N1CCOCC1 (configuration not stated)	?	/	/	1.7%
Clc1ccccc1OCc1nc(-c2ccc(Br)o2)no1	?	6.5	-16.0%	-10.8%
CCOC(=O)c1cnc(-n2nc(C)cc2C)nc1Nc1ccc(OC)cc1	5.9	10.1	43.0%[activator]	-2.7%
CC(=O)OCCn1c(Br)nc2c1c(=O)[nH]c(=O)n2C	-17.2	6.3	-1.8%	0.1%
CCOC(=O)c1cnc(SC2CCc3ccccc3C2=O)nc1N (configuration not stated)	-23.5	-8.4	-26.3%	-5.7%
CCN(CC)c1ccc(NC(=O)COC(=O)c2cccs2)cc1	-27.1	3.7	-1.9%	-4.5%
Cc1cc(OCCOCCNC(C)C)cc(C)c1Cl	31.1	-1.2	14.5%	-4.9%
O=C(NCc1ccccc1Cl)c1ccc(Cn2cc(C(F)(F)F)ccc2=O)cc1	30.7	-0.8	-0.6%	-7.7%
O=C(COC(=O)c1ccc(S(=O)(=O)Nc2ccccc2)cc1)NCc1ccco1	-0.3	2.0	-4.9%	1.4%
COC(=O)c1ccc(CSc2nc3ccccc3c(=O)n2Cc2ccco2)o1	?	16.7	-12.5%	-5.9%
COc1ccc(/C=N/NC(=O)c2cccc(NC(=O)c3ccccc3)c2)c(C(=O)O)c1OC	?	/	/	1.1%
